# High-throughput results: PubChem BioAssay, National Center for Advancing Translational Sciences (NCATS)
# D1 antag = Antagonist of Human D 1 Dopamine Receptor: qHTS. AID 504652, 2011. 360,000 tested, 3.2% active. activity change, negative = inhibition, % at 10 µM. HEK293 TREx D1 cells, calcium flux, dopamine EC80; active compounds read low; in the data active = activity change below about -30%; note: % is set by controls: 0 for no effect and ±100 for the full control effect
#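 Tetracycline-induced HEK293 Trex D1 cells, force-coupled to calcium, dye-loaded; compounds added and read 180 s, then EC80 dopamine added and calcium flux tracked kinetically another 180 s.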
# D2 PAM = HTS Assay for Positive Allosteric Modulators of the Human D2 Dopamine Receptor: Primary Screen for Potentiators. HEK293 T-REx D2, calcium flux, EC20 dopamine potentiation. potentiation, % at 10 µM. 340,000 tested, 0.34% active;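 active = potentiation over 3 SD above the plate norm, cut at about 30% in these data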; note: 0% is about no effect
# Target sequence (P14416 whole entry, looked up): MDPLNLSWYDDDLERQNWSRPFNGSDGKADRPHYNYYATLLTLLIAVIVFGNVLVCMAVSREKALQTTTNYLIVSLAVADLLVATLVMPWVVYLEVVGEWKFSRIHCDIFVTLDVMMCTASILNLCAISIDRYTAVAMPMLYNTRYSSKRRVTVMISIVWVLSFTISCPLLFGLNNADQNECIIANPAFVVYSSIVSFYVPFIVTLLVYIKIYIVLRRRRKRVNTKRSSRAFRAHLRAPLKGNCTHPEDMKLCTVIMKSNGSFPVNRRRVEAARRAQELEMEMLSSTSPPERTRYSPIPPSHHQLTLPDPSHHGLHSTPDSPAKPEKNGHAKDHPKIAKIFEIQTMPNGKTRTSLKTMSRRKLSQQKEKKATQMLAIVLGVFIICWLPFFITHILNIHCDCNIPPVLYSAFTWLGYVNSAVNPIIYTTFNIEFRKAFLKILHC
#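 Cells plated with tetracycline inducer and held overnight at 30 C; calcium dye loaded 30–90 min at room temperature; baseline taken, compound added and read 180 s; EC20 dopamine then added and read 180 s.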
# RXFP1 antag = qHTS Assay for Antagonists of the Relaxin Receptor RXFP1. HEK293-RXFP1, relaxin-stimulated cAMP HTRF, 30 min; active compounds read low. activity change, negative = inhibition, % at 57.5 µM. 350,000 tested, 0.59% active;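 active = activity change of -60% or lower, but not beyond a set lower limit; inconclusive = change between -60% and -40%, or beyond the set limit; inactive = change above -40%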; note: % is set by controls: 0 for no effect and ±100 for the full control effect
# D2 antag = HTS Assay for Allosteric Antagonists of the Human D2 Dopamine Receptor: Primary Screen for Antagonists; D(2) dopamine receptor (Homo sapiens), P14416; HEK293 TREx D2 cells, calcium flux, dopamine EC80; inhibition, % at 10 µM; 340,000 tested, 2% active; AID 485344, 2010; in the data active = inhibition above about 30%; note: 0% is about no effect
#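 In this primary screen, negative modulation is detected by tracking calcium flux after an EC80 dopamine challenge in inducible HEK293 T-REx D2 cells preexposed to test compound for 180 s.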
# RXFP1 ag = qHTS Assay for Agonists of the Relaxin Receptor RXFP1. 370,000 tested, 0.3% active. Relaxin receptor 1 (Homo sapiens), Q9HBX9. Potency, µM (highest dose often 57.5 µM), inactives show at the top dose activation, usual class: activators. HEK293T-RXFP1 cAMP TR-FRET, 30 min; response scale: percent of porcine relaxin response, buffer zero; active = well fitted activation curve with a large enough effect; inconclusive = small, poorly fitted or top-dose-only effect; note: potency is the fitted concentration of half-maximal effect; % is set by controls: 0 for no effect and ±100 for the full control effect; nearly all actives have a fitted effect of over 60% in size; many of its hits are not listed in these tables
#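 cAMP rise read by TR-FRET after 30 min, 37C compound exposure (up to 58 uM) in RXFP1-transfected HEK293 cells with Ro 20174 present. EC50 from Hill-equation fits, with 29 nM porcine relaxin as 100% and buffer as basal.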
# D1 ag = Allosteric Agonists of the Human D1 Dopamine Receptor: qHTS | activation, % at 2 µM | D(1A) dopamine receptor (Homo sapiens), P21728 | 360,000 tested, 1% active | HEK293 T-REx D1 cells, calcium flux, agonist mode; in the data active = activation above about 30%; note: 0% is about no effect
#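 Agonism was scored from calcium flux recorded over 180 s (1 read/s) after pintool compound addition, following a 10-cycle baseline. Cells were inducible force-coupled HEK293 TREx D1, plated overnight at 30 C and loaded with no-wash calcium dye.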
# D1 potentiator = Potentiators of Human D1 Dopamine Receptor: qHTS; HEK293 TREx D1 cells, calcium flux, dopamine EC20 potentiation; 360,000 tested, 0.036% active; AID 504651, 2011; potentiation, % at 10 µM; D(1A) dopamine receptor (Homo sapiens), P21728; in the data active = potentiation above about 30%; note: 0% is about no effect
# TRHR PAM = qHTS for Small Molecule Agonists and Allosteric Enhancers of Human TRH Receptor: Primary Screen for Enhancers. TRHR cells, fluo-8 calcium fluorescence, EC20 TRH enhancement. enhancement, % at 2 µM. 360,000 tested, 0.66% active; in the data active = enhancement above about 30%; note: 0% is about no effect
# Target sequence (P34981 whole entry, looked up): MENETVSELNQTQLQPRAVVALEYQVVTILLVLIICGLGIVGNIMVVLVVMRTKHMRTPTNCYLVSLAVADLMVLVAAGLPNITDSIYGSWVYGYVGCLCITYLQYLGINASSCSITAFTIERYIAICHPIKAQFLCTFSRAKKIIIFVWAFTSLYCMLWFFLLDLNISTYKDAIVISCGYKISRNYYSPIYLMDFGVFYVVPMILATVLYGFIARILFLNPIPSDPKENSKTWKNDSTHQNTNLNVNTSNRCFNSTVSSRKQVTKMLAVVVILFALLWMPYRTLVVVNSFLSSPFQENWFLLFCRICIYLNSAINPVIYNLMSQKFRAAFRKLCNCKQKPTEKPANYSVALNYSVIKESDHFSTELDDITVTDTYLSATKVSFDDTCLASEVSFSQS
#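 TRHR-expressing cells loaded with fluo-8 calcium dye were read kinetically (ex 480/em 530) during compound addition, then stimulated with an EC20 of TRH (10 nM final). Enhancement of the Gq-mediated intracellular calcium response was scored.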
# D2 agonist = HTS Assay for Allosteric Agonists of the Human D2 Dopamine Receptor: Primary Screen for Agonists. HEK293 T-REx D2 cells, calcium flux agonist mode. activation, % at 2 µM. 340,000 tested, 0.53% active. AID 485358, 2010;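 active = activation over 3 SD above normal in the single-dose calcium agonist read, cut at about 30% in these data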; note: 0% is about no effect
#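 Tetracycline-induced HEK293 Trex cells with D2 receptor force-coupled to calcium signaling, plated overnight at 30 C and loaded with no-wash calcium dye. Calcium flux read kinetically for 180 s after compound addition; responses flag agonists.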
# Numbers without * were called inactive; ? = inconclusive; . = no result given. Only part of the results is shown; the hit share may differ from the screen's.
SMILES,D1 antag,D2 PAM,RXFP1 antag,D2 antag,RXFP1 ag,D1 ag,D1 potentiator,TRHR PAM,D2 agonist
CCN(CC(=O)Nc1c(F)cccc1F)C(=O)CCSc1ccc(C)cc1,-17,-7,-1,-4,1.6%,19,-2,-2,-0.8
CCOC(=O)c1c(C)c(-c2ccccc2)n(CC(=O)N2CCCC2)c1C,4,1,-4,.,0.5%,0,-1,2,.
Cc1nnc(NC(=O)c2cccc(F)c2)s1,-15,-1,0,-12,0.2%,5,-8,-8,1.0
O=C(CN1c2cccc3cccc(c23)S1(=O)=O)Nc1ccc(S(=O)(=O)N2CCOCC2)cc1,-8,-9,-5,-15,1.8%,6,2,4,0.2
O=C(O)c1ccccc1CSc1ncn[nH]1,0,2,11,6,-0.2%,1,9,-2,1.4
N/C(=N\OC(=O)c1cccc2ccccc12)c1ccncc1,-1,-1,-18,-8,1.5%,1,2,1,-1.3
C=CCN(c1ccccc1OC)S(=O)(=O)c1cccc(C(=O)Nc2nnc(C3CC3)s2)c1,-11,-6,?,26,0.9%,8,.,1,-0.3
CCOC(=O)N1CCN(C(=O)c2cc3cc(F)ccc3[nH]2)CC1,-8,4,-1,3,1.2%,2,-11,-1,-1.3
CC(C)/C=C1\CCCCC1N(C)C(=O)NC(C)C (configuration not stated),9,3,-14,5,1.7%,2,-4,-1,0.6
COc1ccc2oc(C(=O)OCC(=O)N3CCN(c4ccccc4)CC3)c(C)c2c1,-19,-5,2,-3,5.1%,2,-4,-2,0.2
CCOC(=O)c1ccc(NC(=O)CNC(=O)c2ccco2)cc1,14,-6,3,-6,0.0%,4,0,8,-0.9
CCOc1ccc(OCC)c(NC(=O)CCn2cccc2)c1,-12,-10,-5,-2,-0.6%,1,-7,20,-0.6
COc1cccc(Cn2c(C3CC3)nc3ccc(NC(=O)c4ccco4)cc3c2=O)c1,9,.,.,.,2.5%,1,-6,-6,.
O=C(COc1ccccc1Cl)N1CCCCCCC1,5,10,2,-7,0.0%,6,0,-1,1.1
COc1ccccc1NC(=O)c1ccc(CN2C(=O)C(C)=C(c3ccc(C)c(C)c3)S2(=O)=O)cc1,-3,-9,-11,.,1.5%,3,-7,-2,0.1
Cc1cc(N2CCN(c3cccc(C)c3C)CC2)n2cnnc2n1,1,11,-1,.,-0.5%,2,-1,22,3.2
CCC1Sc2ccc(S(=O)(=O)Nc3cc(OC)cc(OC)c3)cc2NC1=O (configuration not stated),37,-11,-9,15,2.8%,1,-1,-3,-0.2
CC(=O)c1ccc(N2CCN(C(=O)CCNC(=O)Cn3ccc4ccccc4c3=O)CC2)cc1,-3,20,22,-3,-1.2%,-2,-6,0,-2.2
CCOC(=O)C1(Cc2ccccc2C(F)(F)F)CCN(C(C)CSC)CC1 (configuration not stated),-10,-17,-1,-31,2.7%,5,-4,0,-0.1
O=C(O)CCC(=O)N1N=C(c2c(-c3ccccc3)c3cc(Cl)ccc3[nH]c2=O)CC1c1cccs1 (configuration not stated),2,-2,-26,10,-1.2%,1,3,1,-0.3
Cc1cccc(OCCCn2c(=O)sc3ccccc32)c1,-8,12,2,25,1.9%,10,4,-3,0.0
COc1nc(NS(=O)(=O)c2ccc(C)cc2)nc(C)c1Cl,-14,5,5,3,0.5%,1,-3,0,-0.4
CCOC(=O)c1c(C)[nH]c(C(=O)CSc2nnc(Nc3ccccc3F)s2)c1C,-8,-3,3,1,-4.4%,9,-1,-1,0.2
CN(C(=O)CC1C(=O)NCCN1Cc1cccc(C(F)(F)F)c1)C1CCOCC1 (configuration not stated),1,1,-6,8,0.6%,2,-2,3,-0.4
CCN(CC)CCOC(=O)c1ccc(NC(=O)c2cc3c(=O)n(CC)c4ccccc4c3s2)cc1,-14,16,.,.,0.2%,3,-6,24,.
C[C@@H](C(=O)Nc1ccc2ccccc2c1)[C@@H]1C[C@@]1(C)[C@@H](NC(=O)c1ccccc1)c1ccccc1,-10,-4,.,-13,-0.3%,1,-3,4,0.3
O=C(C(=O)N1CCN(c2cccc(Cl)c2)CC1)c1c[nH]c2ccccc12,1,4,-4,-4,0.1%,4,1,7,5.5
COc1ccccc1N1CCN(C2CCCC(C)C2)CC1 (configuration not stated),4,-22,-5,34*,0.1%,0,2,-10,0.5
COc1ccc2c(c1OC)C(=O)OC2Nc1ccccn1 (configuration not stated),0,-5,-16,5,-3.2%,2,1,-5,0.4
Fc1cnc(N2CCOCC2)nc1N1CCOCC1,4,-8,-21,-11,4.7%,3,-3,7,0.0

# Profiles, looked up by structure. Order of values: D1 antag | D2 PAM | RXFP1 antag | D2 antag | RXFP1 ag | D1 ag | D1 potentiator | TRHR PAM | D2 agonist
# `O=C(C(=O)N1CCN(c2cccc(Cl)c2)CC1)c1c[nH]c2ccccc12` as listed: 1 | 4 | -4 | -4 | 0.1% | 4 | 1 | 7 | 5.5
# `Fc1cnc(N2CCOCC2)nc1N1CCOCC1` as listed: 4 | -8 | -21 | -11 | 4.7% | 3 | -3 | 7 | 0.0
# `CCOC(=O)c1ccc(NC(=O)CNC(=O)c2ccco2)cc1` as listed: 14 | -6 | 3 | -6 | 0.0% | 4 | 0 | 8 | -0.9
# `CCOC(=O)N1CCN(C(=O)c2cc3cc(F)ccc3[nH]2)CC1` as listed: -8 | 4 | -1 | 3 | 1.2% | 2 | -11 | -1 | -1.3
# `COc1ccc2oc(C(=O)OCC(=O)N3CCN(c4ccccc4)CC3)c(C)c2c1` as listed: -19 | -5 | 2 | -3 | 5.1% | 2 | -4 | -2 | 0.2

# Next compounds
SMILES,D1 antag,D2 PAM,RXFP1 antag,D2 antag,RXFP1 ag,D1 ag,D1 potentiator,TRHR PAM,D2 agonist
CCOC(=O)CSc1ccccn1,-8,2,0,-12,-2.3%,4,1,5,6.7
Cc1csc(=O)n1CC(=O)OCc1cccc2ccccc12,-12,8,5,-19,0.6%,-1,3,0,-1.6
COc1cc(-c2nc3ccc(Cl)cn3c2Nc2ccc3c(c2)OCCO3)ccc1O,6,-3,18,.,9.4%,5,3,-7,-0.5
COc1ccc(-c2cc(C)nc(SCC(=O)c3cccc([N+](=O)[O-])c3)n2)cc1,2,-2,14,25,2.1%,5,-12,-14,-0.1
Cc1ccccc1-c1nc(CNC(=O)Nc2ccccc2)c(C)o1,-18,-6,-8,.,1.1%,2,0,0,.
CN(C(=O)COC(=O)c1ccc(=O)n(Cc2ccccc2)n1)c1ccccc1,.,2,-1,15,-0.5%,2,-3,11,-0.7
CCOc1cccc2cc(C(=O)N3CCOCC3)c(=O)oc12,-11,-7,1,2,2.7%,-2,-3,-2,0.9
O=C(NCC(c1cccnc1)N1CCN(c2ccccc2F)CC1)C(=O)Nc1ccc(F)cc1F (configuration not stated),-29,6,?,.,6.4%,2,1,3,0.0
CCN(CC)c1nc(N)nc(NS(=O)(=O)c2ccc(Cl)cc2)n1,-9,-6,-11,15,1.0%,1,-11,0,-1.4
CC(C)c1ccc(NC(=O)CCN2C(=O)[C@@H]3Cc4ccccc4CN3C2=O)cc1,3,6,0,14,-0.3%,0,0,3,0.6
COc1ccccc1CNC(=O)c1ccc(N(C)S(=O)(=O)c2ccc(C)cc2)cc1,3,0,-1,0,-0.4%,13,-1,1,1.7
CN1C(=O)SC(Nc2cccc3ccccc23)C1=O (configuration not stated),1,7,-14,-1,1.2%,1,-7,-1,0.1
O=[N+]([O-])c1ccccc1S(=O)(=O)Nc1ncccn1,-23,7,2,-1,5.5%,0,-1,3,0.5
Cc1ccc(-n2nc(C)c3c(-c4cccs4)c(C#N)c(N)nc32)cc1,5,-2,-3,-11,?,2,0,-6,-0.4
O=c1ccc(C(F)(F)F)cn1Cc1cc(=O)n2ccsc2n1,-5,0,-18,-7,24%,3,-4,2,0.2
CCc1ccc(C(c2c(C)nn(-c3ccccc3)c2N)c2c(C)nn(-c3ccccc3)c2N)cc1,5,-1,-33,-13,4.1%,0,-18,0,1.7
CC1CCCCN1CCCNC(=O)C1CCN(c2nc3ccccc3o2)CC1 (configuration not stated),5,10,.,-15,-0.5%,-1,-3,4,-0.3
CC(=O)Oc1ccc(C)cc1-n1nc2ccccc2n1,-6,-5,-5,14,0.8%,4,-1,-4,1.1
CCCCNC(=O)c1cc2c(=O)n3cccc(C)c3nc2n(Cc2ccncc2)c1=N,10,1,11,19,8.6%,5,-7,3,0.9
CC(C)CNC(=O)COC(=O)CNC(=O)c1cc(Cl)cc([N+](=O)[O-])c1,2,-9,-2,4,0.8%,2,-7,1,0.1
CCOC(=O)c1c(-c2ccccc2)oc2ccc(OCC(=O)NN)cc12,21,6,8,-22,2.8%,1,-18,-11,0.4
COc1ccc(S(=O)(=O)N(CC(=O)N2CCOCC2)Cc2ccccc2)cc1C,4,4,13,-13,0.2%,3,-3,-8,0.3
Cc1ccc(C)c(CN2C(=O)c3ccccc3S(=O)(=O)c3ccc(C(=O)N(C)C4CCCCC4)cc32)c1,11,-7,-5,.,2.9%,5,1,-8,0.0
Cc1nnc(N/N=C/c2ccc(O)c([N+](=O)[O-])c2)[nH]c1=O,-18,1,-10,-7,-2.1%,0,-22,-5,-1.1
COC(=O)c1cc(OC)c(OC)cc1NC(=O)Cc1ccccc1[N+](=O)[O-],-2,6,-13,4,4.1%,0,-3,8,-0.6
CCc1ccc(C2C(C(C)=O)=C(C(=O)OC)Nc3nnnn32)cc1 (configuration not stated),-24,-9,-3,-1,-0.5%,0,-5,-8,0.3
CCCc1[nH]nc2c1C1(C(=O)N(CC)c3ccccc31)C(C#N)=C(N)O2 (configuration not stated),-17,-1,-2,9,1.4%,2,-8,-2,-0.8
c1cnc(N2CCN(Cc3ccc4c(c3)OCO4)CC2)cn1,2,-23,-2,90*,6.7%,1,-3,1,80*
COc1ccccc1N(CCC#N)C(=O)COC(=O)CCC(=O)c1ccc(F)cc1,-24,8,2,4,-0.3%,14,.,1,0.4
CN(CC(=O)Nc1ccc(Cl)c(C(F)(F)F)c1)C(=O)CCC(=O)c1ccccc1,-25,15,-17,5,-2.4%,3,-3,-19,0.0
N#CCSc1ccsc1C(=O)Nc1ccc(F)cc1,-8,2,-4,7,1.2%,7,-3,4,-0.9
